CAL-PDZ inh HTS: CAL PDZ (human) peptide binding inhibition. 0.92% of 300,000 active. AID 602252. Q9HD26. purified CAL PDZ, TMR-peptide fluorescence polarization, 1 h. inhibition, % at 24.9 µM;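 active = mean inhibition of at least 30% with at least half of replicates also reaching 30%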;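 note: 0% = DMSO neutral control and 100% = excess unlabeled competitor peptide PRC23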
HTR5A ag ctr: counter-screen for OPRM1-OPRD1 agonists: human HTR5A agonism; P47898; HTR5A agonist assay, luminescence, cell-based; activation, % at 9.3 µM; 0.61% of 340,000 active; AID 504692; in the data active = activation mostly above about 9.5%, no sharp cut-off; inactive = mostly below about 7.6%;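 note: 0% = cells with vehicle only and 100% = reference agonist; strong numbers were not always called active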
Target sequence (P47898 whole entry, looked up): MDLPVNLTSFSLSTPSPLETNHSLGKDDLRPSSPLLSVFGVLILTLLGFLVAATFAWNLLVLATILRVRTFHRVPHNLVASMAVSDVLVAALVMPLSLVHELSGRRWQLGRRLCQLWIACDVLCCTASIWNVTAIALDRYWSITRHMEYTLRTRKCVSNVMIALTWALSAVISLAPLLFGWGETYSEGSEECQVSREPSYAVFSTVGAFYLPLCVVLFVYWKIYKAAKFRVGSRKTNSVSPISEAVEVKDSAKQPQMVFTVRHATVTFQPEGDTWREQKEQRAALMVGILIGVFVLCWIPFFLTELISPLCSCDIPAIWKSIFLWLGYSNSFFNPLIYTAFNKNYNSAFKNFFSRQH
MOR-DOR inv ag: inverse agonists of human mu-delta opioid receptor heterodimerization. P35372+P41143. cell-based MOR-DOR heterodimer luminescence, inverse agonism. inhibition, % at 9.3 µM. 0.21% of 340,000 active; in the data active = inhibition above about 22%, passing the limit was not always enough;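 note: 0% = cells with DMSO and 100% = wells without cells with DMSO; values of inactives mirror those of a sister screen read the other way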
Cardiac RTF inh: cardiac RTF calcium desensitization; inhibition, % at 7.15 µM; 0.12% of 340,000 active; AID 493244; P19429+P45379; IANBD-labeled cardiac RTF, Ca2+ fluorescence;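 active = inhibition above the mean inhibition of all tested compounds plus 3 SD, cut at about 17% in these data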;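 note: assay run at fixed EC70 calcium of 1.6 mM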
Keap1 Nrf2 FP: disrupts human Keap1 binding to Nrf2 peptide; Q14145; inhibition, % at 9.4 µM; Keap1 Kelch-Nrf2 peptide fluorescence polarization, 1536-well; 0.15% of 340,000 active; in the data active = inhibition above about 12%;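 note: human Keap1 Kelch domain with fluorescein labeled Nrf2 9mer peptide probe; 0% = neutral control wells and 100% = peptide positive control; higher means more block of Keap1 binding to Nrf2 peptide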
Target sequence (Q14145 whole entry, looked up, the tested form may be a part): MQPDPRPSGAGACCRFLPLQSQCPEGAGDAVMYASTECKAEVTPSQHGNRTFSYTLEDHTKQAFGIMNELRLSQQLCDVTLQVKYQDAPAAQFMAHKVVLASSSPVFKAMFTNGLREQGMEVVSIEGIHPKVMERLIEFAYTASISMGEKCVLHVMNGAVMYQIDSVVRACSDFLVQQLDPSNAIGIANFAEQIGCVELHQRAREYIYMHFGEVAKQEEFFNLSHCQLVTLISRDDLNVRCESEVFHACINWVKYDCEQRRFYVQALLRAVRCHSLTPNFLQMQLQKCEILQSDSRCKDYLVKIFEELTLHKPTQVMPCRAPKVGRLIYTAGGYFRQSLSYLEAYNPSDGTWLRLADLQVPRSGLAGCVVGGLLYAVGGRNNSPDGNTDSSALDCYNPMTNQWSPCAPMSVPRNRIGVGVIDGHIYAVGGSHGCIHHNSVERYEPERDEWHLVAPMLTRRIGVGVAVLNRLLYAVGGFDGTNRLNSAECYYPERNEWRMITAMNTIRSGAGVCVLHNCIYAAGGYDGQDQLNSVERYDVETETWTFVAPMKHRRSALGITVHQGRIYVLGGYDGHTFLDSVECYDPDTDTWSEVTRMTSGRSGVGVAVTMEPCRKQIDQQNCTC
OPRM1-OPRD1 ag: agonists of human mu-delta opioid receptor heterodimerization. 0.3% of 340,000 active. AID 504326. P35372+P41143. cells, OPRM1-OPRD1 heterodimerization, luminescence. activation, % at 9.3 µM; in the data active = activation above about 18%;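 note: 0% = vehicle-treated cells and 100% = reference agonist; values of inactives mirror those of a sister screen read the other way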
RTF Ca sens act: cardiac RTF calcium sensitization; P19429+P45379; IANBD-labeled TnC RTF fluorescence at EC20 calcium; 0% EC20 calcium, 100% full calcium; activation, % at 7.2 µM; 0.24% of 340,000 active;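 active = activation above the mean over all tested compounds plus 3 SD, cut at about 30% in these data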;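 note: rise in fluorescence read as greater calcium sensitivity of cardiac thin filaments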
LANA DNA inh: blocks KSHV LANA C-terminal domain binding to DNA | inhibition, % at 9 µM | MBP-C-LANA/FAM-LBS DNA binding, fluorescence polarization | 0.078% of 340,000 active;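 active = highest replicate inhibition at or above 60% at 9 µM, even if other replicates fall short; inactive = all replicates below 60% inhibition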;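 note: 0% = neutral control wells and 100% = 4 µM acridine orange control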
HTR5A inv ag: HTR5A inverse agonism, opioid heterodimer counter-screen; inhibition, % at 9.3 µM; HTR5A cell line, luminescence; P47898; 0.083% of 340,000 active; in the data active = inhibition mostly above about 23%, no sharp cut-off; inactive = mostly below about 18%;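 note: 0% = cells with DMSO and 100% = no-cell wells with DMSO; some compounds called inactive have numbers as strong as hits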
V-ATPase pHluor: yeast V-ATPase proton transport regulation by pHLuorin; S. cerevisiae, pHLuorin cytosolic pH fluorescence; 0.37% of 350,000 active; response, % at 10 µM; in the data active = response mostly above about 7.3%, no sharp cut-off; inactive = mostly below about 5.4%; note: actives read high; inactives centre near 0; some compounds called inactive have numbers as strong as hits; reference of the scale not given here
Active calls of the source: *; . = no result given.

structure,CAL-PDZ inh HTS,HTR5A ag ctr,MOR-DOR inv ag,Cardiac RTF inh,Keap1 Nrf2 FP,OPRM1-OPRD1 ag,RTF Ca sens act,LANA DNA inh,HTR5A inv ag,V-ATPase pHluor
O=C(COC(=O)c1cccs1)Nc1cccc(S(=O)(=O)N2CCCCC2)c1,1,2,-8,-4,1,1.8,2,2.4,-7,-3
CSc1cccc(CN2CCCC(C(=O)Nc3cccc(-n4cccn4)c3)C2)c1 (stereo unspecified),-7,-1,-3,-6,-4,0.5,-1,0.0,-24,2
CCn1c(=S)sc2nc(C)sc21,-1,0,7,-8,-5,-1.2,1,0.7,-18,1
Cc1ccc(NC(=O)Nc2cc(Cl)ccc2C2COC(=O)C2=N)cc1 (stereo unspecified),-2,1,-119,-9,-5,23*,5,-0.9,-4,-1
CC1(C)CC2(CCO1)CNC(=O)O2 (stereo unspecified),0,2,12,0,-2,-2.4,0,0.0,4,3
CCOc1ccccc1N=Cc1c(O)c2ccccc2oc1=O,-1,-3,13,6,1,-2.7,-3,-0.3,13,-9
COC(=O)C1=CN(Cc2ccc(C)cc2)C=C(C(=O)OC)C1c1cc(OC)c(OC)c(OC)c1,-3,5,9,3,-3,-1.9,4,0.1,-18,-1
C=CCn1c(Oc2ccc(C(=O)OC)cc2)nc2c1c(=O)n(C)c(=O)n2C,-2,1,9,3,-6,-1.6,-6,-1.4,-3,0
Cc1ccc(S(=O)(=O)N2CCCC(C(=O)NCc3ccco3)C2)cc1Cl (stereo unspecified),.,1,-10,-5,-1,1.7,3,-1.9,11,3
O=C(c1cccs1)N1CCCC(c2nc(-c3ccc(F)cc3)no2)C1 (stereo unspecified),1,-3,6,-2,-3,-1.2,-5,0.1,11,1
CN(CCCNC(=O)c1ccc(/C=N/O)nc1)CCCN(C)Cc1ccccc1,-3,-3,16,-4,-2,-3.3,-5,-0.2,11,3
O=C(O)c1ccc(-c2ccc(/C=c3/sc4nc5ccccc5n4c3=O)o2)cc1Cl,-6,2,19,-7,6,-3.7,5,41,-7,-4
COc1ccccc1N(C(=O)CNC(=O)c1ccco1)C(C(=O)NCC1CCCO1)c1ccccc1 (stereo unspecified),-1,1,6,-16,3,-1.1,-1,-0.5,-4,-2
CCC(=O)Oc1ccc(C/C(=N\O)c2ccc(O)cc2O)o1,-1,10,-16,-10,1,2.9,3,2.9,-16,5
O=C(OCC(=O)c1ccc(Br)s1)c1ccc(O)cc1,-4,-4,3,-1,1,-0.8,1,1.3,1,1
COc1ccc(Br)cc1/C=N/NC(=O)c1cccnc1,1,3,0,0,5,0.0,-3,4.7,-12,-2
NC(=S)Nc1ccc(F)c(F)c1F,-2,2,11,-3,2,-2.3,0,1.7,-6,-1
Cc1cc(C)n(-c2cccc(Cl)c2C#N)n1,.,-4,9,1,0,-1.8,-2,-1.5,0,8
CC(C)(C)NC(=O)CN(C(=O)C1CSC(=O)C1)c1ccc2c(c1)OCCO2 (stereo unspecified),.,-4,13,0,-2,-2.4,0,5.1,-8,0
CC(C)Oc1ccc(C(=O)Nc2cc(=O)n(C)c(=O)n2C)cc1,4,8,14,-7,2,-2.7,-5,-0.6,-22,-1
COc1ccc(-c2cc(C(=O)OC3CCOC3=O)c3ccccc3n2)cc1OC (stereo unspecified),6,3,-1,-6,2,0.1,-6,1.2,4,6
O=C(COC(=O)c1cccs1)Nc1cccc(S(=O)(=O)N2CCOCC2)c1,0,2,3,-7,1,-0.5,12,1.0,-5,1
O=C(NCc1cccc(Cl)c1)c1cccc(S(=O)(=O)N2CCCCC2)c1,4,-3,15,-1,4,-3.6,1,2.2,8,-4
CCCN(CCC)CC(O)COc1ccc([N+](=O)[O-])cc1 (stereo unspecified),-1,-2,9,-1,-3,-1.6,-4,0.5,-3,2
Cc1cc(C)c(NC(=S)N(Cc2cccnc2)Cc2ccco2)c(C)c1,.,4,17,-8,0,-3.1,-2,0.1,-11,-2
NC(=O)NCC(=O)N1CCC(C(O)(c2ccccc2)c2ccccc2)CC1,79*,-2,19,-6,-1,-3.6,-1,-1.0,5,0
COC(=O)c1cccc(Nc2ncnc3ccc(C)cc23)c1,-1,-3,8,-9,3,-1.5,6,-0.1,16,0
Cc1cccc(OCC(=O)Nc2ccc(NC(=O)c3ccco3)c(C)c2)c1,-6,-7,-8,-18,-5,1.5,-3,-1.4,14,-4
O=C(COC(=O)c1ccc(NS(=O)(=O)c2ccc(F)c(F)c2)cc1)NCC1CCCO1 (stereo unspecified),.,7,15,-2,-2,-2.8,-4,1.7,15,0
COc1cc(OC)cc(C(=O)Nc2nc(CC(=O)NC(C)c3ccccc3)cs2)c1 (stereo unspecified),-1,6,2,-13,2,-0.3,2,-3.5,-8,2
CC1=C(C(=O)c2ccccc2)C(c2ccc(N3CCOCC3)cc2)NC(=O)N1 (stereo unspecified),.,-1,1,-26,-9,-0.2,1,-1.1,-7,-2
CNC(=O)C1CCN(S(=O)(=O)c2c(C)noc2/C=C/c2ccc(C)cc2)CC1,.,2,-1,-6,0,0.1,1,-0.1,-1,-2
Cn1cnnc1Sc1cc(N2CCN(S(=O)(=O)c3ccc(Cl)c(Cl)c3)CC2)ccc1[N+](=O)[O-],-3,0,5,-3,4,-0.9,-1,-0.2,27,2
CC(C)CN(C(=O)COC(=O)c1c(Cl)ccc(Cl)c1Cl)C1CCS(=O)(=O)C1 (stereo unspecified),-1,1,11,16,-2,-2.3,-1,1.7,-3,-4
CC(C)c1ccc(NC2CCCN(C(=O)CN3CCCC3=O)C2)cc1 (stereo unspecified),-5,2,11,-6,1,-2.0,-6,-1.6,-23,3
CCN(C(=O)COC(=O)CCc1c[nH]c2ccccc12)c1c(N)n(Cc2ccccc2)c(=O)[nH]c1=O,-3,7,20,2,0,-3.7,1,1.1,-3,1
Cc1ccc(C)c(N2CN(CCC3=CCCCC3)CNC2=S)c1,-4,0,23,-7,2,-4.8,1,-0.6,9,-1
CCc1nc(SCC(=O)Nc2ccc(N(CC)CC)cc2)n[nH]1,.,5,8,-4,0,-1.5,-3,-0.9,-17,-2
CCN(c1ccccc1)S(=O)(=O)c1ccc(OC)c(NC(=O)CN(C)C)c1,0,2,13,-7,0,-2.5,-1,-0.5,10,1
Cc1ccc(Cn2c(=O)c3c(nc4n3CCCN4Cc3ccccc3)n(C)c2=O)cc1,-3,-3,15,-2,-3,-3.7,-3,-0.4,8,3
CCC(=O)N1CCN(C(=O)c2ccccc2)CC1,1,-6,8,3,4,-1.4,-1,-5.7,23,-5
Cc1cccc(Nc2nnc(SCC3CCCCO3)s2)c1 (stereo unspecified),-2,6,-10,2,-4,1.9,-3,1.5,-29,-2
O=C(NCCCN1CCOCC1)c1nn(-c2ccccc2)c(=O)c2ccccc12,-1,10,-6,-8,-2,0.9,-6,-0.3,-25,2
CCC(C)N(C(=O)COC(=O)CNC(=O)c1ccccc1F)C1CCS(=O)(=O)C1 (stereo unspecified),-4,1,-7,-6,-6,1.4,7,-0.3,18,5
CC(C)C(=O)c1ccc(O)c(O)c1,0,5,15,-8,4,-2.9,-1,0.7,0,-1
COc1ccc(Nc2cc(Nc3ccc(OC)cc3)ncn2)cc1,-4,3,2,-8,1,-0.4,0,0.1,-10,4
Cc1csc(SCC(=O)Nc2ccccc2[N+](=O)[O-])n1,-5,-2,9,4,0,-1.5,-4,0.7,6,-2
Cc1ccc(CNc2nc3ccccc3n3nnnc23)cc1,-5,-5,-26,-5,3,5.3,3,1.8,11,-1
CCOc1ccc(N2CC(C(=O)NCCc3ccc(F)cc3)CC2=O)cc1 (stereo unspecified),-6,6,1,-6,-5,-0.1,-2,1.8,-18,2
Cn1nnc(NC(=O)c2cccc(F)c2)n1,-4,0,-3,-33,-8,0.4,-1,1.7,-7,-5
CCOC(=O)C1=C(C)NC(C)=C(C(=O)OCC)C1c1cn(-c2ccccc2)nc1-c1ccco1,-1,0,-4,-8,-2,0.7,-3,-1.1,1,2
C/C(=N/NC(=O)c1cnccn1)c1ccncc1,-6,0,19,-3,2,-3.7,-3,0.2,1,3
Cc1c(C(=O)N2CCCCCC2)nnn1-c1nonc1N,49*,-2,11,-6,-8,-1.9,0,-0.8,-21,1
Nc1nnc(SCC(=O)Nc2ccc(F)c(Cl)c2)n1-c1ccccc1,-2,-3,11,-1,1,-2.0,2,-1.0,-36,-1
N#CC1=C(S)N(c2ccccc2)C(c2ccc(-c3cc(Cl)ccc3Cl)o2)NC1=O (stereo unspecified),4,-1,-2,6,0,0.3,1,-1.1,13,2
CCOc1ccc(C(=O)CCC(=O)Nc2ccccc2C)cc1,-8,-6,3,-7,-4,-0.6,2,-0.2,21,2
Cc1cc2nc(CSc3ccc(Cl)cc3)cc(=O)n2[nH]1,-3,-3,6,-6,-3,-1.2,7,-1.3,12,-7
COc1ccc(N2CCN(C(=O)c3cn(C)c(=O)c4c3c3ccccc3n4C)CC2)cc1,5,0,2,-9,3,-0.5,5,1.5,-12,1
O=C(Cc1cccc2ccccc12)N/N=C/c1ccc(F)cc1,0,0,-40,-16,0,7.2,3,0.0,17,7
CNS(=O)(=O)c1ccc(NC(=O)c2ccoc2C)cc1,4,-4,1,-5,0,-0.2,3,1.4,10,2

Laid out differently: results already given.
CNS(=O)(=O)c1ccc(NC(=O)c2ccoc2C)cc1
  CAL-PDZ inh HTS = 4
  HTR5A ag ctr = -4
  MOR-DOR inv ag = 1
  Cardiac RTF inh = -5
  Keap1 Nrf2 FP = 0
  OPRM1-OPRD1 ag = -0.2
  RTF Ca sens act = 3
  LANA DNA inh = 1.4
  HTR5A inv ag = 10
  V-ATPase pHluor = 2
CCOc1ccc(N2CC(C(=O)NCCc3ccc(F)cc3)CC2=O)cc1 (stereo unspecified)
  CAL-PDZ inh HTS = -6
  HTR5A ag ctr = 6
  MOR-DOR inv ag = 1
  Cardiac RTF inh = -6
  Keap1 Nrf2 FP = -5
  OPRM1-OPRD1 ag = -0.1
  RTF Ca sens act = -2
  LANA DNA inh = 1.8
  HTR5A inv ag = -18
  V-ATPase pHluor = 2

New compounds follow.
structure,CAL-PDZ inh HTS,HTR5A ag ctr,MOR-DOR inv ag,Cardiac RTF inh,Keap1 Nrf2 FP,OPRM1-OPRD1 ag,RTF Ca sens act,LANA DNA inh,HTR5A inv ag,V-ATPase pHluor
CSc1ccc(CN(C)C(=O)C(c2ccccc2)c2ccccc2)cc1,-5,-2,2,-13,-1,-0.3,-1,-1.3,8,1
CC[N+]1(CC(O)COC2CC(C)CC(C)(C)C2)CCOCC1 (stereo unspecified),2,0,21,3,1,-4.1,-4,0.4,14,-1
CN1CCc2c(sc3nc(SCC(N)=O)n(-c4ccccc4)c(=O)c23)C1,0,-3,15,1,-10,-2.7,16,-2.5,-1,-1
Cc1ccc(N2C(=O)CC(c3c[nH]c4ccccc34)C2=O)cc1 (stereo unspecified),-7,4,2,-2,-1,-0.4,3,-0.7,14,-1
N#Cc1c(-c2ccccc2)nc2n(-c3ccccc3)nc(C(=O)Nc3ccccc3)n2c1=O,-6,1,23,-10,-3,-4.0,-5,0.6,16,-2
Cc1c(NS(=O)(=O)c2ccccc2)cc(Cl)c(O)c1C,6,7,-18,-3,4,3.4,-2,-0.3,-5,0
CC[C@H](C)[C@H]1CNC(=S)N1CC1CCN(CCCC2CCCC2)CC1,-5,-1,8,-8,-4,-1.8,2,0.2,3,-2
CC(C)c1nc(SCC(=O)Nc2cccc(S(N)(=O)=O)c2)n[nH]1,0,1,7,4,-7,-1.2,-2,0.7,-40,2

Screening results: PubChem, several laboratories
